# bCat KO growth – beta-catenin-lacking colon tumor cell growth suppression; HCT116 beta-catenin knockout viability, CellTiter-Glo, 60 h; hits give low values; 1.5% of 140,000 active; viability, % at 10 µM; AID 818;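 active means viability at or under a set limit, the compound median less 4 SD, cut at about 6% in these data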;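 further: 0% = Hyamine 1622 control at 20 µM and 100% = untreated cell control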
# Measles CPE – protection of cells from measles virus; Measles virus-infected cells, CPE protection, absorbance; protection (pct of control), % at 4 µM; 1.5% of 140,000 active; AID 841; in the data active means protection mostly above about 24%, no sharp cut-off; inactive means mostly below about 26%; further: some compounds called inactive have numbers as strong as hits
# BB579 growth dn – chemicals that inhibit yeast BB579 growth in restrictive medium (lifespan-shortening candidates); 0.51% of 140,000 active; inhibition, % at 10 µM; S. cerevisiae BB579 growth, OD615, 48 h;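 active means inhibition above a set limit, 3 SD over the mean compound inhibition, cut at about 44% in these data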; further: inactives centre near -24
#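 Material: Saccharomyces cerevisiae DeaD strain BB579, replicative lifespan model yeast; buffer or medium: CSMM-D restrictive synthetic medium containing dextrose (glucose); compound: 10 µM single dose, DMSO 0.25%; timing: 48 h compound exposure at 30 °C after 4 h preincubation; signal: turbidity as optical density at 615 nm; benchmarks: positive control amphotericin B 10 µg/mL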
# Phagocytosis inh – macrophage phagocytosis inhibition | 0.07% of 110,000 active | inhibition, % at 5 µM | J774A.1 macrophage IgG-bead phagocytosis, imaging;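 active means inhibition above the mean of the plate negative controls plus 5 SD, cut at about 13% in these data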;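 further: phagocytic index as fraction of beads internalized from green versus red external bead signal; plate controls were DMSO negative control for no effect and cytochalasin-D positive control for full effect; some results beyond the cut were filed as inactive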
# MRP1 act – activators of MRP-1; H69AR cells + doxorubicin, viability rescue, CellTiter-Glo; 0.61% of 140,000 active; viability increase, % at 10 µM;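 active means viability gain under doxorubicin at or above a set limit, the compound median plus 3 SD, cut at about 4.7% in these data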;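 further: MRP-1 overexpressing cells given doxorubicin 25 µM after compound pretreatment; 18-22 h compound pretreatment then 72 h with doxorubicin before readout; 0% = doxorubicin-only wells and 100% = vehicle-treated cells without doxorubicin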
# NPY-Y2 antag – blocks the human neuropeptide Y Y2 receptor | P49146 | NPY-Y2 expressing cells, antagonist mode | inhibition, % at 2.7 µM | 0.99% of 140,000 active | AID 793; in the data active means inhibition above about 17%;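 further: 0% = vehicle with agonist challenge and 100% = reference antagonist with challenge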
# Target sequence (P49146 whole entry, looked up): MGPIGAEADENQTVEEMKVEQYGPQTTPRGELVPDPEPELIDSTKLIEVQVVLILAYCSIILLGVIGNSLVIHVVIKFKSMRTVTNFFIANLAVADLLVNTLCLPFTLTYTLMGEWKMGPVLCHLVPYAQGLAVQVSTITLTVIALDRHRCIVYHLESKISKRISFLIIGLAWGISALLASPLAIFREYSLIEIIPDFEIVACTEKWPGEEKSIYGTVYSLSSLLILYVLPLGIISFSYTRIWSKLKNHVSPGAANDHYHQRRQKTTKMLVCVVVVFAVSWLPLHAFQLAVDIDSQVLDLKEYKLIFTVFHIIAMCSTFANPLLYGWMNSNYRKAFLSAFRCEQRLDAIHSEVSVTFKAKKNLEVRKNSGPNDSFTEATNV
# E-sel TNF inh – TNF alpha driven E-selectin expression inhibition; AID 1246; inhibition, % at 2 µM; HUVEC TNFa-induced E-selectin immunofluorescence, high content; 0.71% of 120,000 active;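 active means inhibition above the batch mean plus 3 SD, and confirmed as a hit on visual image review, cut at about 43% in these data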;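 further: 0% = TNF-stimulated DMSO wells and 100% = unstimulated control wells; not every result past the cut was called active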
# GALR2 antag – antagonists of human galanin receptor 2 (GALR2). O43603. GALR2-expressing cells, antagonist mode. inhibition, % at 4 µM. 0.39% of 140,000 active; in the data active means inhibition above about 27%;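 further: cells stimulated with galanin 1-16 at roughly its EC80; 0% = agonist challenge control and 100% = basal control without agonist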
# Target sequence (O43603 whole entry, looked up): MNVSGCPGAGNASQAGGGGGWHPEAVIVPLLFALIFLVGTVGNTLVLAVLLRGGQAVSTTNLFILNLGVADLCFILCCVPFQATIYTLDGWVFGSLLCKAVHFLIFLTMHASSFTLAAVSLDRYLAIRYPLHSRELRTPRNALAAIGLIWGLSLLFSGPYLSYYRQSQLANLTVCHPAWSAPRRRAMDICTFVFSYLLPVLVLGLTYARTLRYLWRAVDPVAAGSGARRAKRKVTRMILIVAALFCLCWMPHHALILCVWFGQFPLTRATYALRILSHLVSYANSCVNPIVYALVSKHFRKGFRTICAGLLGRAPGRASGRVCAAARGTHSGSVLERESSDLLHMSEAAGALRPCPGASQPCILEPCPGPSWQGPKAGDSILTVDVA
# Yeast life ext – extends the lifespan of yeast; S. cerevisiae growth with nicotinamide, OD615; deaD strain in restrictive glucose medium; inhibition of the nicotinamide effect, % at 10 µM; 0.68% of 130,000 active;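 active means inhibition above a set limit, placed 3 SD over the median of all compounds, cut at about 26% in these data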;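 further: 0% = nicotinamide-treated wells and 100% = cells grown without nicotinamide; some compounds called inactive have numbers as strong as hits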
#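 System: Modified budding yeast, DeaD strain | Buffer or medium: Restrictive glucose medium | Also added: 1.5 mM nicotinamide | Doses: 10 µM single point, 0.25% DMSO | Schedule: 48 h compound exposure at 30 °C, humidified | Detection: Absorbance at 615 nm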
# PTEN del growth – growth suppressors of cells with PTEN tumor suppressor deletion | viability, % at 10 µM | 1.2% of 140,000 active | HCT116 PTEN-null viability, CellTiter-Glo, 60 h; hits give low values;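 active means viability at or below a set limit, 4 SD under the median of all tested compounds, cut at about 3.7% in these data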;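 further: PTEN knockout HCT116 line with beta catenin targeted HCT116 as companion control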
# The depositor's hits bear a star; · = not tested or not shown. Rows are unselected. About 6.1% of those tested had a hit in this group.
SMILES,bCat KO growth,Measles CPE,BB579 growth dn,Phagocytosis inh,MRP1 act,NPY-Y2 antag,E-sel TNF inh,GALR2 antag,Yeast life ext,PTEN del growth
CCOC(=O)N1CCN(C(=O)c2ccc3nc4ccc(Cl)cc4c(=O)n3c2)CC1,65,15,-33,-1,-1.0,1,·,2,-22,55
Cc1ccc(-n2c(C)cc(C(=O)CN3CCCCC3)c2C)cc1,77,4,-9,-1,-4.0,7,3,0,6,81
COC(=O)CSc1ncc(OC)c(OC)n1,98,22,-33,·,-2.7,1,·,-2,-1,101
C/C(=N\Nc1nnc(-c2ccccc2)c(-c2ccccc2)n1)c1cccc([N+](=O)[O-])c1,90,3,-13,·,1.2,0,-10,-11,-3,82
CCC(C)c1ccc(Nc2ncccc2C#N)cc1 (configuration not stated),79,3,-15,·,-0.5,0,-17,2,-5,85
Cc1ccc(-c2nn(-c3ccccc3)cc2/C=C/C(=O)Nc2nccs2)cc1,46,28,-18,0,-3.8,-3,·,10,1,50
Cc1ccc(NC(=O)COC(=O)Cn2nc(C)c([N+](=O)[O-])c2C)c([N+](=O)[O-])c1,98,40*,-17,-3,-2.5,5,-13,0,1,91
CCN(CC)S(=O)(=O)c1ccc(OC)c(NC(=O)C(C)Oc2ccc3c(C)cc(=O)oc3c2)c1 (configuration not stated),68,6,-32,-9,-2.8,1,·,11,2,67
O=C(Cn1cc2c(n1)CCCC2)Nc1ccccc1Br,99,11,11,0,-1.4,4,·,-12,-1,97
CCn1cc(/C=C/C(=O)Nc2c(C)nn(Cc3ccccc3)c2C)cn1,88,17,-43,8,-1.7,5,·,12,2,91
CCOCCCNC(=O)Cc1c(C(=O)O)[nH]c2ccc(Cl)cc12,90,2,-23,·,-2.1,3,·,0,-1,98
COc1ccc([N+](=O)[O-])cc1NC(=O)CC(c1ccccc1)c1ccccc1,75,26,-50,·,-0.9,6,·,2,-2,69
Cc1cccc(C)c1NC(=O)CSc1nnnn1-c1ccc(C(=O)O)cc1,96,6,-32,0,-1.4,1,0,-1,-21,94
COc1ccccc1NC(=O)CSc1nc(O)cc(=O)n1C,105,16,-14,-3,-0.7,-2,-41,9,-12,89
COc1cc(OC)cc(-c2cc3nc4c(c(N5CCN(c6ncccn6)CC5)n3n2)CCCC4)c1,79,20,-35,-1,-3.1,-1,-1,1,-11,81

# Laid out differently: entries from further up.
SMILES	bCat KO growth	Measles CPE	BB579 growth dn	Phagocytosis inh	MRP1 act	NPY-Y2 antag	E-sel TNF inh	GALR2 antag	Yeast life ext	PTEN del growth
COC(=O)CSc1ncc(OC)c(OC)n1	98	22	-33	·	-2.7	1	·	-2	-1	101
C/C(=N\Nc1nnc(-c2ccccc2)c(-c2ccccc2)n1)c1cccc([N+](=O)[O-])c1	90	3	-13	·	1.2	0	-10	-11	-3	82
CCC(C)c1ccc(Nc2ncccc2C#N)cc1 (configuration not stated)	79	3	-15	·	-0.5	0	-17	2	-5	85
Cc1ccc(-c2nn(-c3ccccc3)cc2/C=C/C(=O)Nc2nccs2)cc1	46	28	-18	0	-3.8	-3	·	10	1	50
Cc1ccc(NC(=O)COC(=O)Cn2nc(C)c([N+](=O)[O-])c2C)c([N+](=O)[O-])c1	98	40*	-17	-3	-2.5	5	-13	0	1	91
CCN(CC)S(=O)(=O)c1ccc(OC)c(NC(=O)C(C)Oc2ccc3c(C)cc(=O)oc3c2)c1 (configuration not stated)	68	6	-32	-9	-2.8	1	·	11	2	67
O=C(Cn1cc2c(n1)CCCC2)Nc1ccccc1Br	99	11	11	0	-1.4	4	·	-12	-1	97
CCn1cc(/C=C/C(=O)Nc2c(C)nn(Cc3ccccc3)c2C)cn1	88	17	-43	8	-1.7	5	·	12	2	91
CCOCCCNC(=O)Cc1c(C(=O)O)[nH]c2ccc(Cl)cc12	90	2	-23	·	-2.1	3	·	0	-1	98
COc1ccc([N+](=O)[O-])cc1NC(=O)CC(c1ccccc1)c1ccccc1	75	26	-50	·	-0.9	6	·	2	-2	69
Cc1cccc(C)c1NC(=O)CSc1nnnn1-c1ccc(C(=O)O)cc1	96	6	-32	0	-1.4	1	0	-1	-21	94
COc1ccccc1NC(=O)CSc1nc(O)cc(=O)n1C	105	16	-14	-3	-0.7	-2	-41	9	-12	89
COc1cc(OC)cc(-c2cc3nc4c(c(N5CCN(c6ncccn6)CC5)n3n2)CCCC4)c1	79	20	-35	-1	-3.1	-1	-1	1	-11	81

# The list goes on.
SMILES,bCat KO growth,Measles CPE,BB579 growth dn,Phagocytosis inh,MRP1 act,NPY-Y2 antag,E-sel TNF inh,GALR2 antag,Yeast life ext,PTEN del growth
Cc1cc(C)c(S(=O)(=O)NCCC2CCCN2C)c(C)c1 (configuration not stated),93,3,13,0,-1.7,4,·,-11,-4,95
Cc1ccc(NC(=O)C(C)c2ccc(-c3ccccc3)c(F)c2)c(C)c1 (configuration not stated),78,6,-33,·,-1.6,17,31,-1,-3,70
Cc1cccc(NC(=O)CC2NC3CCCCC3NC2=O)c1 (configuration not stated),93,23,-2,0,-0.8,2,-4,14,-7,85
O=C(Cn1nnc(-c2cccs2)n1)N1c2ccccc2Sc2ccc(C(F)(F)F)cc21,72,6,-13,·,2.9,13,7,1,·,69
CC(=O)Nc1ccc(Nc2ccc(S(=O)(=O)C(F)(F)F)cc2[N+](=O)[O-])cc1,77,4,-8,-2,-1.9,-1,·,-1,4,72
CN1CCN(S(=O)(=O)c2ccc(NC(=O)c3ccc(Br)o3)cc2)CC1,83,3,-28,-2,-2.6,1,·,-9,-6,88
COC(=O)c1ccc(Oc2nc(NC(C)C)nc(N(C)C)n2)cc1,102,7,-75,5,0.1,2,14,0,-11,111
COc1ccc(C(=O)N(CCN2CCOCC2)CC(=O)NC2CCCC2)cc1OC,100,18,-24,-1,-1.2,0,-1,1,-3,91
O=C(C1CCCN(S(=O)(=O)c2cccc3cccnc23)C1)N1CCN(c2ccccc2F)CC1 (configuration not stated),64,4,16,0,0.1,2,22,8,-10,48
O=C(NCc1ccc2c(c1)OCO2)Oc1ccccc1,90,10,-8,0,1.3,2,·,3,-9,110
Cc1nn(C)cc1/C=C/C(=O)c1ccc(O)cc1,66,9,-9,-8,-3.0,1,·,1,-3,68
CCC1(COC(NC(=O)c2cccnc2)(C(F)(F)F)C(F)(F)F)COC1,100,4,5,-1,0.6,3,-7,8,-6,98
Clc1ccc(CNCc2cccs2)c(Cl)c1,96,6,-4,-7,1.4,1,-20,1,5,96
Cc1c(C(=O)NCc2ccc3c(c2)OCO3)oc2ccc(S(=O)(=O)N3CCCCCC3)cc12,56,6,-11,-2,0.4,6,·,10,-11,61
COC(=O)c1ccc(N2CN=C(c3ccc(C)cc3)NC2=S)cc1,98,12,-32,3,-1.8,6,·,-3,-6,101

# The last 2 entries of the part above open the next one.
SMILES,bCat KO growth,Measles CPE,BB579 growth dn,Phagocytosis inh,MRP1 act,NPY-Y2 antag,E-sel TNF inh,GALR2 antag,Yeast life ext,PTEN del growth
Cc1c(C(=O)NCc2ccc3c(c2)OCO3)oc2ccc(S(=O)(=O)N3CCCCCC3)cc12,56,6,-11,-2,0.4,6,·,10,-11,61
COC(=O)c1ccc(N2CN=C(c3ccc(C)cc3)NC2=S)cc1,98,12,-32,3,-1.8,6,·,-3,-6,101
CCC(C)N(NC(C)=O)c1nc(Cl)nc(NC(C)(C)C)n1 (configuration not stated),94,4,-1,-1,-2.4,3,4,-15,-3,97
COc1ccc(C2SCCN2C(=S)Nc2ccc(F)cc2)cc1 (configuration not stated),80,6,15,-16,-1.2,3,-11,0,5,75
CC1(C)CC(NS(=O)(=O)c2ccc(S(=O)(=O)N3CCOCC3)cc2)CCO1 (configuration not stated),103,5,-9,-1,0.1,2,30,2,-17,99
c1ccc(OCc2nn3c(-c4cccnc4)nnc3s2)cc1,102,7,-46,1,0.4,2,-1,8,·,104
S=C(NCc1ccc(Cl)cc1)Nc1ccccc1Cl,104,33,-6,-10,-2.5,7,·,6,-2,99
CC(C)COc1ccccc1C(=O)NC(CO)C(=O)O (configuration not stated),110,4,8,-2,-2.1,3,9,-9,-11,92
O=C(OCn1nnc2ccccc2c1=O)c1ccco1,95,13,5,-1,-0.1,1,-12,-7,-8,96
CCOC(=O)c1cc2ccc(OC)c(OC)c2c(=O)s1,95,16,-15,0,-0.5,1,-22,-10,-18,84
Cc1ccc(-n2c(SCC(=O)N3c4ccccc4Sc4ccccc43)nnc2-c2ccncc2)cc1,59,14,-47,-9,-1.2,2,-37,12,4,53
O=C(COc1ccc(Cl)cc1)NCc1nnc(SCC(=O)c2ccccc2)o1,100,3,-75,·,0.4,2,-7,-5,-6,109
CCOC(=O)C1=C(C)NC(=O)NC1c1ccc(N(CC)CC)cc1 (configuration not stated),79,2,2,0,-1.9,3,-3,5,-9,86
Cc1nc2nc3c(cn2n1)C(=O)CCC3,98,4,-13,1,-0.5,0,2,5,3,100
O=C(NCc1cccs1)Nc1ccc2c(c1)OCO2,96,5,-23,0,-0.5,0,8,-6,-10,94
CCOC(=O)CC(=O)CSc1nc2c(sc(=S)n2-c2ccccc2)c(=O)[nH]1,99,20,-43,1,-4.2,3,·,0,-3,102
C=CCNc1sc(C(=O)c2ccccc2)c(N)c1-c1nc2ccccc2s1,80,5,-32,-1,2.9,-3,30,-1,-5,71
CCSc1cc(C)nc2c(-c3ccccc3)c(C)nn12,103,1,-27,0,-1.0,-1,-1,5,-10,103
O=C(Nc1ccc2c(c1)OCO2)C1CCCN1C(=O)Nc1ccccc1F (configuration not stated),103,11,-47,3,-0.7,0,-14,12,-2,112
Cc1ccc(OCc2nnc(NC(=O)OCC(C)C)s2)c(C)c1,79,1,-55,0,-1.2,7,-59,-3,-4,83
